Compound activity (PubChem BioAssay)
Ins promoter up: MIN6 insulin promoter up-regulation. MIN6 insulin promoter-GFP reporter, high-content imaging; stronger effect = higher value. z-score at 5 µM. 190,000 tested, 0.3% active. AID 1625;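 active = z-score above 3 at 5 µM with at least 500 cells counted in the well; inconclusive = wells under 500 cells, flagged as cytotoxic or low count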
bCat nuc transl: alters nuclear translocation of beta-catenin in HeLa cells; immunofluorescence imaging; 190,000 tested, 0.3% active; nuclear translocation activity, % at 5 µM;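 active = nuclear translocation activity above 50% at 5 µM, with a well cell count of 50 or more; inconclusive = wells under 50 cells across six images, flagged as toxic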;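 also: per-cell ratio of nuclear to cytoplasmic median beta-catenin stain intensity; plate controls were DMSO negative control for no effect and GSK-3 inhibitor IX positive control for full effect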
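Technique: fluorescence imaging of beta-catenin antibody stain plus DAPI / Material: human HeLa cell line / Incubation: compound treatment 24 h, 37°C, 5% CO2 / Read-out basis: % activation of per-cell nuclear versus cytoplasmic median beta-catenin signal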
T cell HTS: modulates CD8 T cell binding to vesicles. 2C CD8+ T cell-vesicle binding, flow cytometry; stronger effect = lower value. calls only at 7 µM. 330,000 tested, 0.068% active. AID 2052;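 active = response, share of CD8 T cells binding vesicles, and their 90th percentile fluorescence all below set limits, cut at about 80% in these data, passing the limit was not always enough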
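Assay system – 2C mouse CD8+ T cells · Also added – QL9-loaded Drosophila micro-vesicles · Timing – Cell–vesicle co-incubation 1.5 h at 37 °C, staining 20 min on ice · Signal – flow cytometry of vesicle-bound cells · Measure – percent CD8+ FL2 mean versus row control · Controls – Peptide-free naked vesicles (low) and QL9 vesicles with 0.7% DMSO vehicle (high)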
Lipid droplet: modulators of hepatic lipid droplet formation; AML12 mouse hepatocytes, oleate lipid droplets, BODIPY imaging; inhibition, % at 6.5 µM; 240,000 tested, 0.4% active; AID 1656;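 active = lipid droplet intensity inhibited by at least 50%, with more than 500 cells counted; inconclusive = wells with under 300 cells, treated as cytotoxic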
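Assay system: AML12 mouse liver cells | Compound dosing: One dose, 6.5 µM compound | Read-out basis: Droplet intensity reduction, % inhibition | Measured by: Fluorescence imaging, 20x objective, two fields per well | Schedule: Overnight treatment with compound plus oleate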
Ins promoter up cell count: also measured in Ins promoter up; calls as there; cell count; measured here: cytotoxicity, nuclei count;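 total cells summed across four imaged fields per well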
Lipid droplet cells 6.5 µM: recorded beside Lipid droplet, whose call it bears; cell count; measured here: cell count, cytotoxicity flag;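 cells counted across two imaged fields per well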
bCat nuc transl cell count 5 µM: also measured in bCat nuc transl; calls as there; cell count; measured here: cell count, cytotoxicity flag
T cell HTS vesicle-bound %: further read-out of T cell HTS, marked with its call; double positive events, %; measured here: CD8+ vesicle-bound cell fraction;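 binding gate set so that unloaded-vesicle control wells show 10% double positive cells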
Active calls of the source: *; i = inactive; u = inconclusive; x = no result given. Some of the compounds tested; the hit share may differ from the screen's.

item	canonical_smiles	Ins promoter up	Ins promoter up cell count	bCat nuc transl	bCat nuc transl cell count 5 µM
1	NS(=O)(=O)c1ccc(N/N=C/c2ccc(O)c(O)c2O)c([N+](=O)[O-])c1	0.63	1164	0.9	1281
2	Cc1cccc2c1c1ccc3c(c1n2C)C(=O)C=CC3=O	-0.81	842	-3.0	1179
3	COC(C[C@@H]1O[C@@H]1[C@@H](O)[C@@H](C)OCc1ccccc1)OC	0.63	988	0.6	1370
4	S=C1Cc2ccccc2N1	u	x	-0.4	1354
5	N#C/C(=C\c1ccc(C(=O)O)cc1)c1nc2sc3c(c2c(=O)[nH]1)CCCC3	0.02	1480	-5.0	1232
6	CCOc1ccc(NC(=O)CN2C(=O)/C(=C3\SC(=S)N(C4CCS(=O)(=O)C4)C3=O)c3ccccc32)cc1 (stereo unspecified)	0.23	662	5.3	1309
7	c1ccc(Cn2cc(CSc3ccccc3)nn2)cc1	-0.24	996	0.2	1359
8	CSc1nc2cc(S(=O)(=O)N3CCCCC3)ccc2s1	-0.13	1071	-1.6	1324
9	COc1ccc([C@@H]2C[C@@H](c3ccccc3)Oc3cc(OC)cc(OC)c32)cc1	-0.98	972	1.1	1337
10	COc1ccc(/C(C#N)=C/c2cccnc2)cc1	-0.1	1000	-1.9	1363
11	COC(C[C@@H](O)C[C@H](O)[C@@H](C)OCc1ccccc1)OC	-0.68	1076	-1.7	1202
12	O=C(Nc1ccc2c(c1)nc1n2CCN(C2CCCCC2)C1)c1ccco1	0	821	0.1	1389

item	T cell HTS	T cell HTS vesicle-bound %	Lipid droplet	Lipid droplet cells 6.5 µM
1	x	x	19.3	795
2	x	x	-4.7	705
3	x	x	-1.7	652
4	x	x	3.3	685
5	x	x	21.0	729
6	x	x	37.3	694
7	x	x	-11.0	693
8	x	x	11.2	733
9	x	x	-21.1	661
10	x	x	1.8	822
11	x	x	-10.7	740
12	x	x	26.4	675

Going on with the list.
item	canonical_smiles	Ins promoter up	Ins promoter up cell count	bCat nuc transl	bCat nuc transl cell count 5 µM
13	COn1c(C)c(C)c2c3nonc3ccc21	-0.19	1083	-0.2	1254
14	O=c1[nH]cc(I)cc1I	-0.11	1523	1.2	1083
15	Cc1c(S(=O)(=O)c2ccccn2)c(N)n(Cc2cccc(Cl)c2)c1C	0.13	1041	-0.8	1320
16	COC(C[C@H]1O[C@@H]1[C@@H](O)COCc1ccccc1)OC	-0.24	886	1.1	1337
17	O=C1/C(=C/c2ccco2)SC(=S)N1c1cccnc1	-0.01	1088	0.2	1366
18	Cn1c2ccc(F)cc2c2nnc(NN)nc21	-0.91	1136	2.1	1049
19	Cc1nc(S/C(=C\c2ccc(-c3ccc(C(=O)O)c(Cl)c3)o2)C(=O)O)n[nH]1	0.74	1404	0.9	1301
20	O=C1CC(=O)c2c1cccc2[N+](=O)[O-]	0.14	1051	0.2	1297
21	COc1ccc2oc3ccccc3c(=O)c2c1	-0.05	1384	-4.7	1154
22	CCC1=C(OC(=O)N(CC)CC)N2C(=O)OC(=NCC3CC3)[C@]2(C)[C@H]2C1=CC[C@H]1C(=O)N(CC)C(=O)[C@H]12	-0.67	1058	-2.2	1142
23	N#Cc1ccc(C23CC4(C2)[C@H](CN(Cc2ccc(C(F)(F)F)cc2)[C@@H]4c2ccccc2)C3c2ccc(Cl)nc2)cc1 (stereo partly specified)	-0.95	946	-2.0	1202
24	CCCc1nnc(NC(=O)C(=O)NCCN(C)C)s1	0.79	1095	-0.5	1388

item	T cell HTS	T cell HTS vesicle-bound %	Lipid droplet	Lipid droplet cells 6.5 µM
13	x	x	2.0	732
14	x	x	16.9	854
15	x	x	-22.9	680
16	x	x	10.9	768
17	x	x	-2.7	701
18	x	x	-7.8	743
19	x	x	-3.2	717
20	x	x	-1.2	697
21	x	x	5.8	709
22	x	x	2.3	675
23	x	x	-20.0	730
24	x	x	1.2	657

The list continues:
item	canonical_smiles	Ins promoter up	Ins promoter up cell count	bCat nuc transl	bCat nuc transl cell count 5 µM
25	COC(C[C@@H](O)CC(=O)[C@H](C)OCc1ccccc1)OC	0.64	935	1.4	1375
26	CC1(OC(=O)C2CCCC2)C(=O)C=C2C=C(c3ccsc3)N(CCN3CCOCC3)C=C2C1=O (stereo unspecified)	0.02	964	-0.7	1187
27	CCC1=C(OC(=O)N(CC)CC)N2C(=O)OC(=NCc3ccccc3)[C@]2(C)[C@H]2C1=CC[C@H]1C(=O)N(CC)C(=O)[C@H]12	0.16	1049	-0.2	1297
28	O=C(NCc1ccco1)Nc1cccc([N+](=O)[O-])c1	-0.61	1067	-0.7	1351
29	Nc1c(Cl)cc(S(N)(=O)=O)cc1S(N)(=O)=O	-0.75	1355	-3.9	1164
30	Cc1nc(NC(=O)c2ccccc2)sc1C1(C)CC(c2c(Cl)cccc2Cl)=NO1 (stereo unspecified)	-1.31	974	-1.1	1316
31	COC(C[C@@H]1O[C@@H]1C(=O)COCc1ccccc1)OC	0.29	852	0.5	1327
32	Cc1cc(N=Nc2c(O)c3ccccc3[nH]c2=O)ccc1N=Nc1ccc(C(=O)N(C)C)cc1	-0.46	1136	-0.2	1269
33	Oc1c(/C=C/C=C/C=Nc2ccccc2)sc(=S)n1Cc1ccccc1	3.27*	1086*	x	x
34	Cc1cc(C(C)(C)C)cc(C)c1C(=O)O	0.62	1405	0.0	1299
35	Cc1noc(C(=O)Nc2cccc(O)c2)c1Cl	-0.06	1080	1.8	1304
36	COc1ccc(CN2CN(S(=O)(=O)c3cccs3)c3nc4ccccc4nc32)cc1	-0.09	1371	-0.5	1334

item	T cell HTS	T cell HTS vesicle-bound %	Lipid droplet	Lipid droplet cells 6.5 µM
25	x	x	-11.0	732
26	x	x	-14.5	721
27	x	x	25.1	715
28	x	x	-3.4	836
29	x	x	22.8	727
30	x	x	-2.4	827
31	x	x	2.1	690
32	x	x	8.9	712
33	i	57.6	74.3*	650*
34	i	46.0	x	x
35	i	31.6	x	x
36	i	8.1	x	x

(further entries)
item	canonical_smiles	Ins promoter up	Ins promoter up cell count	bCat nuc transl	bCat nuc transl cell count 5 µM
37	COc1cc(/C=C2/S/C(=N/S(=O)(=O)Cc3ccccc3)NC2=O)c([N+](=O)[O-])cc1OC	-0.1	1294	-1.0	1335
38	COc1cc(/C=N/NC(=O)C(=O)NCc2ccco2)cc(Br)c1O	-0.04	1391	0.8	1277
39	COC(=O)C1=C(C(=O)OC)[C@@H]2N(C)c3ccc(OC)cc3[C@@]23C[C@@H](C(=O)OC)N(C(=O)C2CCC2)C3=N1	1.1	782	1.4	1104
40	O=C(c1ccoc1)N1CCC2(CC1)Oc1ccc(F)cc1C(=O)C21CC(c2ccccc2)=NO1 (stereo unspecified)	-0.91	1103	-0.7	1252
41	C=CCNC(=O)c1onc(CSc2ccccn2)c1C(=O)NCC=C	0.31	1035	-1.7	1228
42	O=C(NCCc1cccs1)C1CC(c2ccccc2F)=NO1 (stereo unspecified)	-0.11	1077	-2.5	1076
43	O=C(c1ccoc1)N1CCC2(CC1)Oc1ccc(F)cc1C(=O)C21CC(c2cccnc2)=NO1 (stereo unspecified)	-0.12	1178	-2.4	1134
44	COC/C=C/C1=CC2=CC(=O)C(C)(OC(=O)c3cnc4ccccc4n3)C(=O)C2=CN1CCCOC(C)C (stereo unspecified)	-0.29	633	2.4	962
45	COc1ccc(CCNC(=O)C2CC(c3ccccc3F)=NO2)cc1 (stereo unspecified)	-0.13	892	-1.4	1147
46	Nc1ccc(S(=O)(=O)Nc2nccc(/C=C/c3ccc(Cl)cc3Cl)n2)cc1	0.68	1400	-1.3	1330
47	CC(=O)C1=C(C)N(Cc2ccccc2)C(=O)N[C@H]1c1ccco1	-0.63	731	3.8	953
48	CC(C)[C@@H](CO)NC(=O)c1ccc2c3n(nc2c1)-c1ccccc1CO3	-0.05	750	2.1	1067

item	T cell HTS	T cell HTS vesicle-bound %	Lipid droplet	Lipid droplet cells 6.5 µM
37	i	42.2	x	x
38	i	11.3	x	x
39	i	27.2	x	x
40	i	19.0	x	x
41	i	34.4	x	x
42	i	15.5	x	x
43	i	22.2	x	x
44	i	19.1	x	x
45	i	16.5	x	x
46	i	55.2	x	x
47	i	45.7	x	x
48	i	23.6	x	x

Next part:
item	canonical_smiles	Ins promoter up	Ins promoter up cell count	bCat nuc transl	bCat nuc transl cell count 5 µM
49	CCCCC1=CC2=CC(=O)C(C)(OC(=O)CC)C(=O)C2=CN1CCCOC(C)C (stereo unspecified)	0.27	1119	-1.0	1176
50	NC(=O)[C@H]1CC2(CC(c3cccc(NC(=O)[C@H]4CCC(=O)N4)c3)=NO2)CN1C(=O)c1ccccc1C(=O)c1ccccc1 (stereo partly specified)	1.14	727	-1.6	1063
51	NC(=O)[C@H]1CC2(CC(c3cccc(NC(=O)COc4ccc(Cl)cc4)c3)=NO2)CN1C(=O)C(c1ccccc1)c1ccccc1 (stereo partly specified)	-1.95	910	-0.6	1148
52	COc1ccc(NC(=O)CC2C(=O)NCCN2C(=O)c2ccc(Cl)cc2)cc1 (stereo unspecified)	-1.09	1381	-0.2	1308
53	O=C(Nc1ccccc1)Nc1ccc(-n2ccc(C(F)(F)F)n2)cc1	-3.4	841	0.4	1318
54	CCC(=O)Nc1cccc(C2=NOC3(C2)C[C@@H](C(N)=O)N(C(=O)c2ccc(OC)cc2)C3)c1 (stereo partly specified)	0.01	890	-1.6	1215
55	CCN(CC)c1cc(Cl)c2nonc2c1N	-2.16	1349	0.5	1275
56	Cc1cccc(NNC(=O)c2c(F)cccc2Cl)c1	1.75	1295	-0.1	1341
57	CNS(=O)(=O)c1cc(Br)ccc1S(=O)c1ccccc1C(=O)O (stereo unspecified)	0.18	1465	0.2	1338
58	C/C=C(/C)C(=O)Nc1cccc(C2=NOC3(C2)C[C@H](C(N)=O)N(C(=O)COc2ccc(Cl)cc2)C3)c1 (stereo partly specified)	-0.52	630	1.1	1070
59	Nc1nonc1-n1nnc(C(=O)N/N=C/c2ccccc2)c1CSc1ccccc1	0.39	979	-0.7	1334
60	C=CCNC(=O)c1onc(CSc2ccncc2)c1C(=O)NCC=C	-0.05	1063	-2.6	1223

item	T cell HTS	T cell HTS vesicle-bound %	Lipid droplet	Lipid droplet cells 6.5 µM
49	i	25.9	x	x
50	i	40.6	x	x
51	i	38.2	x	x
52	i	37.9	x	x
53	i	44.4	x	x
54	i	48.0	x	x
55	i	4.8	x	x
56	i	25.5	x	x
57	i	33.5	x	x
58	i	16.6	x	x
59	i	33.9	x	x
60	i	36.9	x	x

(list continues)
item	canonical_smiles	Ins promoter up	Ins promoter up cell count	bCat nuc transl	bCat nuc transl cell count 5 µM
61	COC(=O)c1cc(S(=O)(=O)N2CCC(C(N)=O)CC2)oc1C	-0.71	1415	1.7	1320
62	Oc1[nH]c2ccccc2c1N=NC(=S)N1CCOCC1	0.31	776	2.1	1133
63	COC(=O)[C@@H]1[C@@H](C)N(Cc2ccccc2)C(=O)N[C@H]1c1cccc(C(F)(F)F)c1	-0.26	971	0.6	1192
64	CCC(C(=O)O)N1C(=O)/C(=C/C(C)=C/c2ccccc2)SC1=S (stereo unspecified)	-1.31	1413	-0.6	1377
65	COC(=O)CCC(=O)OC1(C)C(=O)C=C2C=C(C3CC3)N(Cc3ccco3)C=C2C1=O (stereo unspecified)	1.23	787	0.8	986

item	T cell HTS	T cell HTS vesicle-bound %	Lipid droplet	Lipid droplet cells 6.5 µM
61	i	26.1	x	x
62	i	50.0	x	x
63	i	25.8	x	x
64	i	41.8	x	x
65	i	18.1	x	x

Of the compounds above, four have a nitro group on carbon.
item	canonical_smiles	Ins promoter up	Ins promoter up cell count	bCat nuc transl	bCat nuc transl cell count 5 µM
1	NS(=O)(=O)c1ccc(N/N=C/c2ccc(O)c(O)c2O)c([N+](=O)[O-])c1	0.63	1164	0.9	1281
20	O=C1CC(=O)c2c1cccc2[N+](=O)[O-]	0.14	1051	0.2	1297
28	O=C(NCc1ccco1)Nc1cccc([N+](=O)[O-])c1	-0.61	1067	-0.7	1351
37	COc1cc(/C=C2/S/C(=N/S(=O)(=O)Cc3ccccc3)NC2=O)c([N+](=O)[O-])cc1OC	-0.1	1294	-1.0	1335

item	T cell HTS	T cell HTS vesicle-bound %	Lipid droplet	Lipid droplet cells 6.5 µM
1	x	x	19.3	795
20	x	x	-1.2	697
28	x	x	-3.4	836
37	i	42.2	x	x
